a7 integrin act = activates integrin-mediated alleviation for muscular dystrophy; AID 624291; alpha7betagal myoblasts, beta-gal FDG fluorescence, 48 h; actives 0.064% (n = 350,000); Potency, µM (top dose mostly 38.3 µM), for the others: at the highest dose activation, usual class: activators;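 also: potency is read from the fitted curve at half-maximal effect; 100% = response of the positive control SU9516; nearly all actives have a fitted effect of over 60% in size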
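alpha7betagal+/- myoblasts (passage 13, 250/well) treated 48 h at 37C with compounds at 1:260 dilution of DMSO stock. Lysed, then beta-galactosidase activity read as FDG fluorescence (ex 480/em 540) after 30 min, with pre-read for autofluorescence.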
BRCA1 expr up = BRCA1 expression activation; MCF7-BRCA1-FFLuc reporter, luminescence, 48 h; response scale: scaled: vehicle 0%, 10 µM genistein 100%; Potency, µM (highest dose often 46.1 µM), inactives show top-dose activation, actives largely listed as activators; actives 1.1% (n = 380,000); AID 624202; also: potency is read from the fitted curve at half-maximal effect; nearly all actives have a fitted effect of over 80% in size; some results filed as inactive show a strong effect at the top dose
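Reporter cells (MCF7, BRCA1 promoter-firefly luciferase) received library compounds across a concentration series for 48 h. End-point luminescence was measured and concentration-effect curves derived after normalization.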
ELG1 genotoxic = genotoxicity induction in ELG1-luciferase HEK293T cells. HEK293T ELG1-luciferase reporter, luminescence, 16 h. AID 504466. actives 1.3% (n = 330,000). Potency, µM (series often up to 46 µM), for the others: at the highest dose activity change, positive = activation, usual class: activators; also: potency is read from the fitted curve at half-maximal effect; % of control where 0% means no effect; nearly all actives have a fitted effect of over 60% in size
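HEK293T cells expressing luciferase-tagged ELG1 were exposed to compound or DMSO vehicle for 16 hr at 37 °C and 5% CO2. Luciferase activity was then measured with ONE-Glo after 30 min at room temperature.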
B2AR arrestin = agonists driving beta-arrestin recruitment to human beta2-adrenergic receptor; Potency, µM (series often up to 46.1 µM), for the others: top-dose activation, actives largely listed as activators; actives 0.02% (n = 330,000); P07550; AID 492947; beta-arrestin recruitment to beta2AR, cell-based reporter;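 also: potency is read from the fitted curve at half-maximal effect; 0% = DMSO controls and full agonism = EC100 isoproterenol or metaproterenol; nearly all actives have a fitted effect of over 65% in size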
TRPV1 agonist = activates the human vanilloid receptor TRPV1. TRPV1-expressing cells, Fluo-8 calcium influx, agonist mode. activation, % at 8.33 µM. Q8NER1. AID 540275. actives 0.19% (n = 320,000); in the data active = activation above about 80%; inconclusive = between about 30% and that limit; also: 0% is about no effect
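Cells expressing TRPV1 were dye-loaded with Fluo-8 and read kinetically: 10 s baseline, 3 min after compound (agonist portion), then 2 min after EC20 capsaicin (allosteric enhancer portion). Calcium-bound dye fluorescence at 480/520 nm.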
Eya2 inh = blocks the phosphatase activity of human Eya2; recombinant Eya2, OMFP fluorescence dephosphorylation (OMFP is methylfluorescein phosphate); Potency, µM (titrated, usually from 76.9 µM), for inactives: at the top dose activity, negative = inhibition, most hits filed as inhibitors; actives 0.006% (n = 330,000); AID 488837; also: potency is read from the fitted curve at half-maximal effect; % is scaled to controls: 0 for no effect and ±100 for the full control effect
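Eya2 (0.2 uM) preincubated 10 min at ambient with compound, then OMFP substrate added at 50 uM; 10 min reaction in 50 mM HEPES pH 7.5, 50 mM NaCl, 5 uM MgCl2, 0.05% BSA, 1 mM DTT. Fluorescence read at Ex 485/Em 525 nm.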
S-ASM inh = blocks human secretory acid sphingomyelinase. actives 0.006% (n = 340,000). placental ASM, HMU-PC fluorogenic substrate, 60 min. P17405. AID 504937. Potency, µM (titrated, usually from 57.5 µM), without a hit: at the top dose activity change, negative = inhibition, most hits filed as inhibitors; also: potency is read from the fitted curve at half-maximal effect
Target sequence (P17405 47-631 limits assumed): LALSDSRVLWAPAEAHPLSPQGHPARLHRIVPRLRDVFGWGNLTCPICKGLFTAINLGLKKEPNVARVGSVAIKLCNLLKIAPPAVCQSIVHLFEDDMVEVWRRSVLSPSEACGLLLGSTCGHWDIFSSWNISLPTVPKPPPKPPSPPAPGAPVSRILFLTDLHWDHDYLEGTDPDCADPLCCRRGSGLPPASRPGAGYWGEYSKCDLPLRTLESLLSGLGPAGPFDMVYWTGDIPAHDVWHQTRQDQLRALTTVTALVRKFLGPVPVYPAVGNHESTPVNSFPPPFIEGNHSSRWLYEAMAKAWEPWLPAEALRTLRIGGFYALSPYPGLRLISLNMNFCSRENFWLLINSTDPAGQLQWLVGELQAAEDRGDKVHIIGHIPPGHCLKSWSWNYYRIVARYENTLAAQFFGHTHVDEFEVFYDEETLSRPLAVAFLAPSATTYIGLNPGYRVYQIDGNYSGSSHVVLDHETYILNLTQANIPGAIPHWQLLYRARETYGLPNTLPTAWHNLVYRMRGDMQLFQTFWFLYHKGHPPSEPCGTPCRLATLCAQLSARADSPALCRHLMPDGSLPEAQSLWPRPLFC
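Human placenta-derived ASM preincubated with compound 10 min at room temperature, then reacted with 9 uM (final) fluorogenic HMU-PC substrate for 60 min at 37 C. Stop solution raises pH to 10; fluorescence read at Ex 386/Em 447 nm.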
TSG101-PTAP inh = blocks PTAP/TSG101 interaction to inhibit HIV-1 budding | Q99816 | Fluorescence polarization, FITC-PTAP peptide / Tsg101 binding | Potency, µM (top dose mostly 115 µM), for the others: at the top dose activity change, negative = inhibition, hits mostly inhibitors | 340,000 tested, under 10 active | AID 493005; active = well fitted inhibition curve with a large enough effect in the main read-out, with a control signal flat, not every such curve was filed as active; inconclusive = small, poorly fitted or top-dose-only effect, or effect the other way, or a change in a side signal; inactive = no such curve, though single readings can be large or run the other way; also: potency is read from the fitted curve at half-maximal effect; % of control where 0% means no effect
Target sequence (Q99816 whole entry, looked up): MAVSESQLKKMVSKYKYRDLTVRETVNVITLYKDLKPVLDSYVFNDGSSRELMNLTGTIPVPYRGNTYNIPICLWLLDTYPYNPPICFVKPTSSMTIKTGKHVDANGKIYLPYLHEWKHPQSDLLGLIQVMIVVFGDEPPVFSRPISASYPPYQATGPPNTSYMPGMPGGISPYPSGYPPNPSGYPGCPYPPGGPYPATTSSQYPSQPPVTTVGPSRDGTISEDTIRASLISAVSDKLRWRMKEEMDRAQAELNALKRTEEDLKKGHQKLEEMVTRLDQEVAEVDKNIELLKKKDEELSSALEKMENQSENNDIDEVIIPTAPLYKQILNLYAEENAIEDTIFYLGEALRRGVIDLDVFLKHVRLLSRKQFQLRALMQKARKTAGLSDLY
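FP read-out: FITC-PTAP peptide, 50 nM final, binding Tsg101 binding domain, 10 uM final; 20 min, r.t.; 10 mM HEPES pH 7.5, 0.15 M NaCl, 0.01% Tween 20, 3 mM EDTA, 0.1 mM TCEP.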
USP2a block = USP2a (human) protease inhibition; O75604; USP2 core, Ub-CHOP2 coupled fluorogenic reporter, 485/531; Potency, µM (top dose mostly 38.3 µM), for inactives: at the top dose activity change, negative = inhibition, actives largely listed as inhibitors; actives 0.01% (n = 330,000);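 also: potency is read from the fitted curve at half-maximal effect; plate controls were DMSO wells for no effect and full inhibition by NEM control for full effect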
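USP2 core (10nM final) preincubated 30min RT with compound in 20mM Tris-HCl pH 8.0, 2mM CaCl2, 2mM beta-mercaptoethanol, 0.05% CHAPS; 25nM Ub-CHOP2 plus 25nM reporter substrate added, fluorescence (Ex485/Em531) read after 60min.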
uPA surface inh = cell surface uPA generation inhibition. Potency, µM (series often up to 38.3 µM), without a hit: at the highest dose activity change, negative = inhibition, actives largely listed as inhibitors. cell surface uPA generation assay, qHTS. actives 0.31% (n = 330,000); active = well fitted inhibition curve with a large enough effect; inconclusive = small, poorly fitted or top-dose-only effect; inactive = no such curve, though single readings can be large or run the other way; tested in mouse RAW 264.7 cells; also: potency is read from the fitted curve at half-maximal effect; % is scaled to controls: 0 for no effect and ±100 for the full control effect; nearly all actives have a fitted effect of over 55% in size
p53 reactivation = restores transcriptional activity of mutant p53; H1299 p53-A138V BP100-luciferase reporter, luminescence, 24 h; Potency, µM (titrated, usually from 92.2 µM), without a hit: at the highest dose activity change, positive = activation, most hits filed as activators; actives 0.063% (n = 320,000); AID 504706; also: potency is read from the fitted curve at half-maximal effect; % of control where 0% means no effect; nearly all actives have a fitted effect of over 45% in size
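H1299 (p53-null), stable ts p53-A138V + BP100-Luc; 1000 cells/well, Opti-MEM/10% FBS; cpd 4 pt, 1:5; 24 h, 37 deg C, 5% CO2; detection reagent 10 min RT; luminescence.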
Active calls of the source: *; i = inactive; ? = inconclusive; nt = no result given; [ ] = dose if it differs, or a comment. Unless noted, calls follow the shape of the dose curve; as a rule, active = well fitted curve in the direction sought with a large enough effect; inconclusive = small, poorly fitted or top-dose-only effect, or another doubt; inactive = no such curve, though single readings can be large; an effect the other way counts as inactive or inconclusive. No enrichment for hits; 2.6% or so of the library scored in one or more.

SMILES	a7 integrin act	BRCA1 expr up	ELG1 genotoxic	B2AR arrestin	TRPV1 agonist	Eya2 inh	S-ASM inh	TSG101-PTAP inh	USP2a block	uPA surface inh	p53 reactivation
CCOc1cc(CNn2cnnc2)ccc1OCC(=O)NC1CCCCC1	15%	1%	3%	-0.1%	0	0%	5%	-6%	4%	-13%	-1%
C/C(O)=c1/c(=O)nc2cccc3c2=c1c1ccccc1c3=O	14%	3%	5%	-1.2%	0	-8%	8%	-4%	5%	-6%	8%
Cc1ccc(C(C(=O)NCc2ccco2)N(C(=O)CNC(=O)c2cccs2)c2ccc(C)cc2C)cc1 (stereo not given)	-18%	-2%	4%	-0.3%	nt	5%	-1%	-4%	-1%	-8%	-1%
O=C(Nc1nc2ccc(F)cc2s1)C1=COCCO1	8%	-51%	?	-0.1%	?	-33%	9%	1%	0%	-6%	-1%
Cc1cc(C)n(-c2ccc(C(=O)Nc3ccc(C)c(S(=O)(=O)N(C)C)c3)cc2)n1	-26%	-38%	-10%	-0.2%	-6	0%	-5%	1%	-6%	-13%	-6%
CCOc1ccc(N2CC(C(=O)NCCN3C(=O)S/C(=C\c4cccnc4)C3=O)CC2=O)cc1 (stereo not given)	0%	-7%	-4%	-0.2%	0	0%	3%	-2%	-1%	-1%	-2%
O=C(Cn1cncn1)N/N=C/c1cc([N+](=O)[O-])ccc1O	?	-16%	-1%	-0.5%	6	3%	5%	0%	11%	-15%	4%
CC(C)N(C(=S)NCc1ccccc1)C(C)C	0%	0%	-9%	0.0%	3	7%	1%	-5%	3%	-14%	0%
COc1ccccc1C(=O)OCC(=O)Nc1cc(S(=O)(=O)N2CCOCC2)ccc1N1CCCC1	14%	-4%	-5%	-0.1%	1	4%	3%	-7%	-2%	4%	-2%
CC(C)CC(OC(=O)c1nsc(Cl)c1Cl)C(=O)NCc1cccs1 (stereo not given)	-5%	-1%	4%	-0.3%	9	-15%	3%	0%	4%	0%	-4%

Exported with two lines to a compound: entries from further up
Order of values: a7 integrin act	BRCA1 expr up	ELG1 genotoxic	B2AR arrestin	TRPV1 agonist	Eya2 inh	S-ASM inh	TSG101-PTAP inh	USP2a block	uPA surface inh	p53 reactivation
Cc1ccc(C(C(=O)NCc2ccco2)N(C(=O)CNC(=O)c2cccs2)c2ccc(C)cc2C)cc1 (stereo not given)
→ -18%	-2%	4%	-0.3%	nt	5%	-1%	-4%	-1%	-8%	-1%
O=C(Nc1nc2ccc(F)cc2s1)C1=COCCO1
→ 8%	-51%	?	-0.1%	?	-33%	9%	1%	0%	-6%	-1%
Cc1cc(C)n(-c2ccc(C(=O)Nc3ccc(C)c(S(=O)(=O)N(C)C)c3)cc2)n1
→ -26%	-38%	-10%	-0.2%	-6	0%	-5%	1%	-6%	-13%	-6%
CCOc1ccc(N2CC(C(=O)NCCN3C(=O)S/C(=C\c4cccnc4)C3=O)CC2=O)cc1 (stereo not given)
→ 0%	-7%	-4%	-0.2%	0	0%	3%	-2%	-1%	-1%	-2%
O=C(Cn1cncn1)N/N=C/c1cc([N+](=O)[O-])ccc1O
→ ?	-16%	-1%	-0.5%	6	3%	5%	0%	11%	-15%	4%
CC(C)N(C(=S)NCc1ccccc1)C(C)C
→ 0%	0%	-9%	0.0%	3	7%	1%	-5%	3%	-14%	0%
COc1ccccc1C(=O)OCC(=O)Nc1cc(S(=O)(=O)N2CCOCC2)ccc1N1CCCC1
→ 14%	-4%	-5%	-0.1%	1	4%	3%	-7%	-2%	4%	-2%

Next entries follow:
SMILES	a7 integrin act	BRCA1 expr up	ELG1 genotoxic	B2AR arrestin	TRPV1 agonist	Eya2 inh	S-ASM inh	TSG101-PTAP inh	USP2a block	uPA surface inh	p53 reactivation
COc1cc(N)c(Cl)cc1NC(=O)c1ccccc1	2%	-28%	17%	0.4%	1	-5%	5%	-2%	0%	2%	-3%
CCOC(=O)C1=C(C)NC(C)=C(C(=O)OCC)C1C(=O)OCC(=O)NCc1ccccc1OC	14%	-10%	-1%	-0.2%	nt	-4%	189%[activator]	-9%	0%	-4%	0%
Cc1ccc(C)n1NC(=O)c1ccco1	26%	2%	1%	-0.2%	0	9%	2%	-4%	2%	-3%	8%
COC(=O)c1sccc1NC(=O)c1cccc(Cl)c1	-12%	-70%	nt	nt	nt	nt	-5%	-1%	nt	2%	nt
CSc1nc(N(C)NC(=O)c2cccc(C)c2)c2ccccc2n1	1%	-80%	1%	-0.7%	-1	10%	-1%	-5%	-4%	-14%	3%
COc1cccc(NC2=Nc3cccc4cccc2c34)c1	5%	2%	4%	-0.3%	6	-2%	-12%	6%	4%	-1%	17%
CC(C)Cc1nc(N2CCN(C(=O)c3ccco3)CC2)c(C#N)c2c1CCC2	-19%	-34%	-8%	0.2%	3	-5%	1%	-6%	-14%	-4%	4%
CCc1[nH]nc(C(=O)N2CCCC(CNS(=O)(=O)c3cccs3)C2)c1C (stereo not given)	-15%	9%	1%	-0.3%	0	-3%	0%	2%	2%	6%	3%
CCc1nnc(N2C(=N)SCC2=O)s1	-2%	4%	0%	-0.5%	1	3%	4%	-7%	0%	2%	3%
O=C(Cc1ccccc1)NCC(=O)N1CCc2ccccc2C1	-7%	4%	0%	-0.1%	0	3%	4%	-7%	-2%	1%	9%
N/C(=N\OC(=O)c1ccc([N+](=O)[O-])cc1)c1ccc(Br)cc1	0%	42%	?	-0.1%	-1	5%	3%	-1%	-2%	1%	27%
Cc1cccc(NC(=O)N2CCC(NC(=O)C3CCCCC3)CC2)c1	0%	2%	-1%	-0.5%	-1	-8%	0%	-5%	1%	-1%	1%
N#CCc1c(C#N)c(N)nc(N2CCN(S(=O)(=O)c3ccccc3)CC2)c1C#N	20%	-44%	0%	-0.3%	2	0%	8%	-2%	-2%	-5%	30%
c1ccc(Oc2cccc(OCCn3cncn3)c2)cc1	0%	12%	10%	-0.2%	-2	-25%	-1%	-1%	1%	2%	3%
Cc1cc(C)c(C)c(S(=O)(=O)N2CCC(C(=O)N3CCCC3)CC2)c1C	-2%	0%	0%	0.3%	7	3%	-1%	0%	-1%	19%	-12%
CC(C)(C)C(=O)Nc1cc(C(F)(F)F)ccc1N1CCOCC1	15%	-10%	0%	-0.4%	1	0%	1%	-8%	0%	3%	0%
Cc1ccc(C)c(NC(=O)CCOc2ccccc2)c1	-21%	26%	-5%	0.4%	-3	-26%	2%	-2%	6%	3%	-6%
COc1ccc(CNC(=O)CCC(=O)n2ncc3cc(C)ccc32)cc1	4%	-3%	5%	0.6%	-1	6%	-4%	-3%	2%	?	nt
O=C(CN1C(=O)c2ccccc2S1(=O)=O)NCCSCc1ccccc1Cl	-28%	1%	0%	0.4%	-2	6%	3%	1%	-3%	-6%	11%
CCOC(=O)CNC(=S)N(Cc1ccco1)Cc1ccccc1Cl	0%	6%	1%	-0.3%	?	-2%	-1%	2%	-2%	-4%	-3%
CC1=NNC(=O)/C1=C\c1cn(-c2ccccc2)nc1-c1cccs1	-69%[inhibitor]	-87%	?	-0.4%	20	-5%	-3%	-7%	7%	?	-23%
COc1ccc(C(NC(=O)C(C)(C)C)NC(=O)C(C)(C)C)cc1	-6%	-1%	-1%	-0.2%	-2	-1%	-1%	-1%	0%	-2%	3%
Cc1ccc(N(CC(=O)NC2CCCCC2C)S(=O)(=O)c2c(C)nn(C)c2C)cc1 (stereo not given)	23%	-3%	-5%	-0.3%	3	2%	-1%	-3%	2%	1%	-2%
O=C(/C=C/c1ccccc1[N+](=O)[O-])N1CCOCC1	2%	-12%	0%	0.5%	?	10%	-2%	-1%	-2%	4%	?
CCOc1c(N2CC(C)OC(C)C2)c(=O)c1=O (stereo not given)	6%	-4%	2%	-0.4%	-3	-13%	15%	-4%	3%	-4%	4%
COc1ccc(NC(=S)Nc2cnc3ccccc3c2)c(OC)c1	12%	-2%	0%	-0.4%	-3	2%	2%	-6%	-1%	-29%	-9%
COC(=O)c1c(N)n(CCCN2CCOCC2)c2nc3ccccc3nc12	-4%	19%	-1%	0.1%	4	3%	i	-6%	3%	0%	-4%
CSc1nncc(-c2ccc(F)cc2)n1	-8%	-3%	20%	-0.5%	-1	0%	-1%	-1%	1%	-4%	5%

Source: PubChem (National Center for Advancing Translational Sciences (NCATS))
